TSHR antagonist: Antagonists of the Thyroid Stimulating Hormone Receptor: HTS campaign | 330,000 compounds, 0.2% hits | TSHR-expressing cells, TSH-stimulated cAMP HTRF, 2 h; stronger effect = lower value | AID 504810, 2011 | activity change, negative = inhibition, % at 11.5 µM;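 active = activity change below a set negative limit, meaning inhibition stronger than a set level, cut at about -70% in these data; inconclusive = activity change between two set negative limits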; also: % is scaled to controls: 0 for no effect and ±100 for the full control effect
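Competitive HTRF cAMP read-out (cryptate anti-cAMP antibody, cAMP-d2; 30 min, room temperature) in freshly harvested TSHR cells. Compounds added before TSH at EC80 (4nM final), followed by 2 hours' incubation at 37 deg C.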
BCR signal inh: qHTS Assay to Find Inhibitors of Chronic Active B-Cell Receptor Signaling; ABC-DLBCL IkBa-CBG/CBR reporter, luminescence ratio, 4 h; Potency, µM (top dose mostly 46.1 µM), for inactives: at the top dose ratio change, negative = lower green/red ratio, actives largely listed as inhibitors; AID 493014, 2011; 340,000 compounds, 0.05% hits; active = well fitted inhibition curve with a large enough effect in the signal ratio, with a control signal flat, not every such curve was filed as active; inconclusive = small, poorly fitted or top-dose-only effect, or effect the other way, or a change in a side signal; the % refers to the signal ratio;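 also: potency is read from the fitted curve at half-maximal effect; plate controls were basal doxycycline-induced cells for no effect and cells given 10 µM MG132 for full effect; MG132 reads +100%, hits lower the ratio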
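Compounds up to 46 uM were incubated four hours with TMD8 cells whose green CBG68 luciferase is fused to IkappaBalpha; red CBR luminescence normalised the signal, and concentration-effect curves were fitted to fusion, red and ratio data.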
TCR activator: Activators of T cell receptors: qHTS campaign. primary human leukocytes, anti-CD3, IL-2 HTRF, 48 h. Potency, µM (top dose mostly 9.22 µM), inactives show at the highest dose activation of IL-2 secretion, usual class: activators. 330,000 tested, under 10 active; also: % of control where 0% means no effect
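HTRF read-out of IL-2 secretion: europium cryptate donor excited at 320nm, d2 acceptor emission at 665nm. Cells were primary human leukocytes incubated 48 hr with compounds and a-CD3 beads, supplying TCR signal only.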
Giardia kill: Small Molecules that selectively kill Giardia lamblia: qHTS; Giardia lamblia trophozoite viability; activity change, % at 7.66 µM, hits read low; 340,000 compounds, 0.15% hits; in the data active = activity change below about -80%; inconclusive = between about -30% and that limit;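 also: parasites exposed to compound for two days anaerobically before the ATP read; % is scaled to controls: 0 for no effect and ±100 for the full control effect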
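Giardia trophozoites, 100 cells per well, were exposed to compounds for 48 hrs at 37 deg C under anaerobic conditions; viability was then read as ATP content by bioluminescence after 15-30 min at room temperature.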
GALK inhibitor: qHTS Assay for Inhibitors of Human Galactokinase (GALK); Purified GALK, Kinase-Glo residual ATP luminescence; 270,000 compounds, 0.007% hits; P51570; Potency, µM (highest dose often 57.5 µM), for the others: at the top dose activity change, negative = inhibition, hits mostly inhibitors; AID 1868, 2009; also: potency is read from the fitted curve at half-maximal effect; % is scaled to controls: 0 for no effect and ±100 for the full control effect
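Quantitative HTS: GALK 5 nM, ATP 35 uM, galactose 100 uM, 1 h room temperature, then luciferase-based ATP detection.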
Tb PFK block: qHTS Assay to Find Inhibitors of T. brucei phosphofructokinase | T. brucei PFK, ADP-Glo luminescence | Potency, µM (titrated, usually from 57.5 µM), without a hit: at the top dose activity, negative = inhibition, usual class: inhibitors | AID 485367, 2010 | ATP-dependent 6-phosphofructokinase (Trypanosoma brucei brucei), O15648 | 330,000 compounds, 0.17% hits;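 also: potency is read from the fitted curve at half-maximal effect; 0% = uninhibited 1x PFK enzyme wells and -100% = no-enzyme wells; nearly all actives have a fitted effect of over 60% in size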
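Compounds were pin-transferred as a titration series up to 57 uM into substrate buffer (0.5 mM F6P, 0.1 mM ATP, pH 8.0), then 1.25 nM PFK was added and reactions ran 45 min before ADP-Glo detection.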
A-T KAP1 phos: qHTS Assay for Identifying a Potential Treatment of Ataxia-Telangiectasia; […] A-T fibroblasts, KAP-1 phosphorylation AlphaLISA; neocarzinostatin DNA damage 30 min before lysis; Potency, µM (top dose mostly 57.5 µM), for the others: at the top dose activation, actives largely listed as activators; AID 485349, 2010; 320,000 compounds, 0.19% hits; also: potency is read from the fitted curve at half-maximal effect; % of control where 0% means no effect; nearly all actives have a fitted effect of over 45% in size
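hTERT-immortalized A-T patient fibroblasts ([…]), 500 cells/well in OPTI-MEM, 1% FBS, got compounds for 60 min, then NCS for 30 min at 37C. Lysates were then assayed for phospho-KAP-1 by AlphaLISA (anti-pKAP1 donor, anti-KAP1 acceptor beads), 6 hr at 25C.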
Coupling enz: qHTS Assay for Inhibitors of Fructose-1,6-bisphosphate Aldolase from Giardia Lamblia: Coupling assay counterscreen; coupling enzyme system counterscreen, AmpLite Red fluorescence; activity change, negative = inhibition, % at 58.2 µM, hits read low; 290,000 compounds, 0.67% hits; in the data active = activity change below about -30%; also: % is scaled to controls: 0 for no effect and ±100 for the full control effect
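Compounds tested against the coupling enzymes alone at 57.5 uM final; readout was AmpLite Red fluorescence (525/598 nm) after 20 min at RT.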
CXXC DNA block: qHTS Fluorescence Polarization Assay for Inhibitors of MLL CXXC domain - DNA interaction | Histone-lysine N-methyltransferase 2A (Homo sapiens), Q03164 | MLL-CXXC / FITC-HOXA9 DNA fluorescence polarization | Potency, µM (series often up to 115 µM), for inactives: at the top dose activity change, negative = inhibition, actives largely listed as inhibitors | 290,000 compounds, 0.037% hits; active = well fitted inhibition curve with a large enough effect in the polarisation, with a control signal flat, not every such curve was filed as active; inconclusive = small, poorly fitted or top-dose-only effect, or effect the other way, or a change in a side signal; inactive = no such curve, though single readings can be large or run the other way; the % refers to the polarisation; also: potency is read from the fitted curve at half-maximal effect
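Fluorescence polarization: 7 uM MLL-CXXC (stock) preincubated 5 min with compounds, then 50 nM fluorescein-HOX-A9 DNA (stock) added; 30 min ambient. Buffer 50 mM Tris-HCl pH 7.5, 50 mM NaCl, 1 mM DTT, 0.05% BSA.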
hERG WT inh: qHTS for Inhibitors of KCHN2 3.1: Wildtype qHTS | Voltage-gated inwardly rectifying potassium channel KCNH2 (Homo sapiens), Q12809 | U2OS, BacMam KCNH2, thallium flux FluxOr; stronger effect = lower value | activity change, % at 1.84 µM | 340,000 compounds, 0.37% hits | AID 720551, 2013;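 active = maximum activity change below -70%; inconclusive = maximum activity change between -70% and -50%; inactive = maximum activity change above -50%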; also: % is scaled to controls: 0 for no effect and ±100 for the full control effect
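U2OS cells transduced with wild-type KCNH2 virus are loaded with FluxOr dye for 45 min, and thallium flux is measured in kinetic reads before and after stimulation buffer. Rate constants are normalized to DMSO controls.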
* = called active by the depositor; ? = inconclusive; . = not tested or not shown; [ ] = dose if it differs, or a comment. Unless noted, calls follow the shape of the dose curve; as a rule, active = well fitted curve in the direction sought with a large enough effect; inconclusive = small, poorly fitted or top-dose-only effect, or another doubt; inactive = no such curve, though single readings can be large; an effect the other way counts as inactive or inconclusive. Compounds were not picked by outcome. Share with any hit: about 1.6%.

SMILES	TSHR antagonist	BCR signal inh	TCR activator	Giardia kill	GALK inhibitor	Tb PFK block	A-T KAP1 phos	Coupling enz	CXXC DNA block	hERG WT inh
COc1ccc(NC(=S)NN2CCN(C)CC2)cc1	-5	-44%	8%	20	-4%	0%	-9%	-1	-1%	0
C=CCSc1nnc(Cn2c(=O)sc3ccccc32)n1C	-3	?	4%[46.1 µM]	?	0%	0%	4%	0	-9%	-1
Cc1cc(C)cc(Cn2ncc(Cl)c(Cl)c2=O)c1	-39	?	3%[46.1 µM]	5	0%	7%	1%	2	9%	3
COc1ccc(-n2nc(C(=O)NCC(=O)N3CCC(C)CC3)c3ccccc3c2=O)cc1	9	17%	-1%	-2	-1%	-19%	4%	-6	-3%	10
COc1cccc(CN(C)C(=O)Cc2ccc(OC)c(S(=O)(=O)N3CCOCC3)c2)c1	2	-16%	-1%	-6	.	4%	-8%	.	.	0
O=C(NCCc1cccc(Cl)c1)c1cccc([N+](=O)[O-])c1	-11	?	-6%[46.1 µM]	11	2%	-2%	-1%	2	1%	11
CSC1=C(C#N)C(c2ccccc2Cl)C2=C(CCCC2=O)N1 (stereo not given)	-8	5%	.	.	2%	1%	2%	-1	0%	.
Cc1ccc(C(=O)N2CCN(c3ccc(NC(=O)CSc4ccc(Cl)cc4)cc3)CC2)cc1	-4	-1%	7%	8	.	-3%	6%	-2	9%	-118*
CCCNc1cc(C)oc(=O)c1C(=O)CCC	16	3%	-1%	2	2%	2%	.	8	4%	-4
Clc1cnc2nc(SC/C=C/c3ccccc3)[nH]c2c1	-3	8%	1%	11	1%	0%	-1%	2	0%	-1
CCCCOC(=O)/C(=C/c1cn(C)c2ccccc12)NC(=O)c1ccc(OC)cc1	2	-8%	-1%[46.1 µM]	-4	1%	5%	3%	0	9%	0
O=C(CCCNS(=O)(=O)c1cccc2nsnc12)NCc1ccc(Cl)cc1	18	0%	-1%	-16	0%	-8%	-2%	-4	-11%	-11
COc1cccc(NC(=O)N(CCCN2CCOCC2)C(C)c2cc3cccc(OC)c3o2)c1 (stereo not given)	4	-11%	-2%	2	1%	0%	0%	1	10%	27
Cc1ccc(NC(=O)C[n+]2ccccc2)cc1[N+](=O)[O-]	-22	?	-3%	11	-1%	-1%	-3%	-2	-3%	2
COc1cc(C(=O)Nc2ccc3nc4n(c(=O)c3c2)CCCC4)ccc1Br	-6	-18%	12%	25	.	-2%	1%	1	40%	-3
COC(=O)c1cc(NC(=S)Nc2cc(Cl)cc(Cl)c2)cc(C(=O)OC)c1	-10	0%	8%	-17	.	?	11%	1	5%	3
CC(=O)N1CCN(CCS(=O)(=O)c2ccc(Br)cc2)CC1	-4	-7%	-8%	-10	.	7%	5%	.	.	-3
COc1ccccc1NC(=O)CSc1nnc(-c2ccccn2)n1Cc1ccco1	33	?	-1%	-2	0%	-2%	17%	-1	-6%	6
O=C(NNC(=O)c1ccccc1Cl)c1ccc2c(=O)n3c(nc2c1)CCC3	-15	?	-2%	-3	.	0%	1%	.	.	1
O=C(NC(Cc1ccccc1)C(=O)O)c1ccc(S(=O)(=O)N2CCCCC2)cc1 (stereo not given)	-6	-17%	4%	11	2%	2%	.	7	0%	2
Cc1ccc(S(=O)(=O)N2CCC(=O)N(C(COCc3cccc(Cl)c3)C(C)C)CC2)cc1 (stereo not given)	1	4%	10%	-27	.	-5%	18%	0	3%	15
O=C(Nc1ccc2c(c1)OCCO2)C1CCN(S(=O)(=O)c2ccc(Br)s2)CC1	-12	9%	8%	0	3%	0%	.	1	16%	9
CC(C)(O)C#Cc1ccc(CN2CCC(CO)(CCc3ccccc3)CC2)cc1	10	0%	-3%	-1	2%	1%	2%	0	-12%	15
Cc1ccc(S(=O)(=O)NC2CCCCCCC2)cc1	7	2%	5%	8	9%	-2%	-1%	1	-6%	-7

Quoted at random: 4 entries already listed
SMILES	TSHR antagonist	BCR signal inh	TCR activator	Giardia kill	GALK inhibitor	Tb PFK block	A-T KAP1 phos	Coupling enz	CXXC DNA block	hERG WT inh
Cc1ccc(S(=O)(=O)N2CCC(=O)N(C(COCc3cccc(Cl)c3)C(C)C)CC2)cc1 (stereo not given)	1	4%	10%	-27	.	-5%	18%	0	3%	15
COc1ccccc1NC(=O)CSc1nnc(-c2ccccn2)n1Cc1ccco1	33	?	-1%	-2	0%	-2%	17%	-1	-6%	6
CC(C)(O)C#Cc1ccc(CN2CCC(CO)(CCc3ccccc3)CC2)cc1	10	0%	-3%	-1	2%	1%	2%	0	-12%	15
O=C(NC(Cc1ccccc1)C(=O)O)c1ccc(S(=O)(=O)N2CCCCC2)cc1 (stereo not given)	-6	-17%	4%	11	2%	2%	.	7	0%	2

Following part
SMILES	TSHR antagonist	BCR signal inh	TCR activator	Giardia kill	GALK inhibitor	Tb PFK block	A-T KAP1 phos	Coupling enz	CXXC DNA block	hERG WT inh
CC(C)c1ccc(NC(=O)COC(=O)CSc2nnc(N)s2)cc1	-2	?	4%[46.1 µM]	-4	0%	1%	-1%	0	7%	-5
CC1(C)CC(=O)C(CS(=O)(=O)c2ccccc2)=C(Cl)C1	6	?	0%	6	6%	0%	10%	.	-6%	-22
O=C(NCC(c1ccco1)N1CCCC1)c1cccc(S(=O)(=O)Nc2ccc(Br)cc2)c1 (stereo not given)	6	?	-4%	-8	5%	3%	-7%	-5	?	5
CC(Sc1nnc(-c2ccccc2F)n1N)C(=O)NCC1CCCO1 (stereo not given)	9	0%	1%	-8	.	-7%	-6%	.	.	-32
C=CCN1C(=O)C(Cc2ccc(OCC)cc2)S/C1=N\N=C\c1cccs1 (stereo not given)	-28	-10%	0%	0	2%	-6%	.	2	-3%	-2
Nc1nonc1-n1nnc(C(=O)N/N=C/c2ccco2)c1-c1ccccc1	-5	2%	9%	12	-2%	1%	2%	-3	1%	1
O=C(Nc1ccc(Cl)cc1)N1N=CCC1c1ccccc1 (stereo not given)	-1	-1%	-2%	5	2%	2%	18%	1	-20%	7
Nc1c(Cl)cc(-c2[nH]c3cc(C(=O)NCCO)ccc3c(=O)c2O)cc1Cl	-1	-6%	16%	-8	.	-4%	12%	0	79%[activator]	1
O=C(COc1ccccc1)NC(=S)Nc1cccc([N+](=O)[O-])c1	40	?	-1%[46.1 µM]	-21	0%	0%	1%	-6	16%	-4
COc1cc(C(=O)Nc2cc(C)cc(C)c2)c(-n2cnnn2)cc1OC	6	5%	-6%	10	4%	-6%	-4%[11.5 µM]	6	-6%	-6
CCOc1ccc(-c2noc(CCC(=O)NC3CCCC3)n2)cc1OC	0	-7%	-1%	4	-4%	2%	0%	-2	3%	-14
Cc1ccc(N(C)S(=O)(=O)c2cc(-c3cnc(C4CC4)o3)ccc2C)cc1	-29	-8%	-4%	-12	7%	2%	0%	1	9%	-1
O=S(=O)(NCC1CCCN(Cc2ccccc2)C1)c1cccc2cccnc12 (stereo not given)	-4	-5%	-11%	3	-3%	4%	7%	.	2%	3
Cc1csc(NC(=O)CSc2[nH]c(=O)ncc2C)n1	5	?	-2%	4	.	7%	1%	.	.	-2
Cc1onc(-c2ccccc2Cl)c1C(=O)Nc1cccc2nsnc12	-27	-1%	1%	-16	-1%	-11%	5%	-3	?	2
CC(Sc1nnc(-c2ccco2)n1-c1ccccc1)C(=O)NCC1CCCO1 (stereo not given)	6	4%	-2%	-16	.	0%	3%	.	.	-14
COc1ccc(NC(=O)CCc2nnc3ccc(N4CCN(c5cccc(OC)c5)CC4)nn23)cc1	-6	3%	-2%	6	4%	1%	-5%	.	20%	-26
O=C(O)c1cccnc1SCc1ccc([N+](=O)[O-])cc1	-12	1%	-5%	5	.	3%	-6%	9	15%	-7
COc1cccc(/C=N/NC(=O)CNC(=O)CCc2ccccc2)c1O	-1	-8%	6%	6	5%	-3%	1%	7	-9%	-9
CCOc1cc(C)c(C(C)C)cc1S(=O)(=O)N1CC(C)OC(C)C1 (stereo not given)	0	-6%	5%	-4	1%	-14%	5%	0	-1%	-4
CC(C)NC(=O)COc1cccc2ccccc12	-7	5%	1%	3	-2%	0%	-1%	1	1%	1
CCn1ncc(C2=NOC(C(=O)Nc3ccc(C)cc3)C2)c1C (stereo not given)	-6	-24%	7%	11	-3%	-2%	0%	-2	1%	1
COc1ccc(-c2ccc(CCC(=O)O)n2-c2ccc(O)cc2)cc1	-7	8%	.	-1	-3%	0%	-2%	-6	-2%	12
